Source: PubChem BioAssay
TCR activator: T cell receptor activation. AID 504894. Potency, µM (doses to about 9.22 µM), for inactives: top-dose activation of IL-2 secretion, actives largely listed as activators. primary human leukocytes, anti-CD3, IL-2 HTRF, 48 h. 330,000 tested, under 10 active; also: % of control where 0% means no effect
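Readout: HTRF IL-2, Eu-cryptate/d2 antibody pair, 320nm excitation, 665nm emission. Stimulus: a-CD3 beads, no co-stimulation. Cells: primary human leukocytes. Exposure: 48 hr with compound.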
Mito fusion yeast: blocks mitochondrial division or promotes mitochondrial fusion; S. cerevisiae fusion-defective mutant growth rescue, CellTiterGlo 48 h; Potency, µM (series often up to 46.1 µM), inactives show at the highest dose growth rescue (activation), actives largely listed as activators; actives 0.23% (n = 320,000);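 also: potency is read from the fitted curve at half-maximal effect; % of control where 0% means no effect; nearly all actives have a fitted effect of over 45% in size; temperature-sensitive fusion mutants such as fzo1-1 at 37 °C on non-fermentable ethanol glycerol medium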
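Growth-rescue viability read-out: after 48 h at the non-permissive 37C in glycerol/ethanol YPEG, yeast mitochondrial fusion mutants are measured by CellTiterGlo luminescence; compounds (23 nl pinned per well) restoring growth score as division inhibitors or fusion activators.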
TRPV1 agonist: human TRPV1 agonism. actives 0.19% (n = 320,000). AID 540275. activation, % at 8.33 µM. Q8NER1. TRPV1-expressing cells, Fluo-8 calcium influx, agonist mode; in the data active = activation above about 80%; inconclusive = between about 30% and that limit; also: 0% is about no effect
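Fluo-8 calcium influx in TRPV1-expressing cells, kinetic read (ex 480/em 520 nm). Compound added and read 3 min for agonist activity, followed by capsaicin at EC20 final and 2 min further read for enhancement.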
KCNH2 WT inh: KCNH2 (human, wildtype) channel inhibition; Q12809; U2OS, BacMam KCNH2, thallium flux FluxOr; active compounds read low; activity change, % at 1.84 µM; actives 0.37% (n = 340,000); AID 720551;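 active = maximum activity change below -70%; inconclusive = maximum activity change between -70% and -50%; inactive = maximum activity change above -50%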; also: % is scaled to controls: 0 for no effect and ±100 for the full control effect
Target sequence (Q12809 whole entry, looked up): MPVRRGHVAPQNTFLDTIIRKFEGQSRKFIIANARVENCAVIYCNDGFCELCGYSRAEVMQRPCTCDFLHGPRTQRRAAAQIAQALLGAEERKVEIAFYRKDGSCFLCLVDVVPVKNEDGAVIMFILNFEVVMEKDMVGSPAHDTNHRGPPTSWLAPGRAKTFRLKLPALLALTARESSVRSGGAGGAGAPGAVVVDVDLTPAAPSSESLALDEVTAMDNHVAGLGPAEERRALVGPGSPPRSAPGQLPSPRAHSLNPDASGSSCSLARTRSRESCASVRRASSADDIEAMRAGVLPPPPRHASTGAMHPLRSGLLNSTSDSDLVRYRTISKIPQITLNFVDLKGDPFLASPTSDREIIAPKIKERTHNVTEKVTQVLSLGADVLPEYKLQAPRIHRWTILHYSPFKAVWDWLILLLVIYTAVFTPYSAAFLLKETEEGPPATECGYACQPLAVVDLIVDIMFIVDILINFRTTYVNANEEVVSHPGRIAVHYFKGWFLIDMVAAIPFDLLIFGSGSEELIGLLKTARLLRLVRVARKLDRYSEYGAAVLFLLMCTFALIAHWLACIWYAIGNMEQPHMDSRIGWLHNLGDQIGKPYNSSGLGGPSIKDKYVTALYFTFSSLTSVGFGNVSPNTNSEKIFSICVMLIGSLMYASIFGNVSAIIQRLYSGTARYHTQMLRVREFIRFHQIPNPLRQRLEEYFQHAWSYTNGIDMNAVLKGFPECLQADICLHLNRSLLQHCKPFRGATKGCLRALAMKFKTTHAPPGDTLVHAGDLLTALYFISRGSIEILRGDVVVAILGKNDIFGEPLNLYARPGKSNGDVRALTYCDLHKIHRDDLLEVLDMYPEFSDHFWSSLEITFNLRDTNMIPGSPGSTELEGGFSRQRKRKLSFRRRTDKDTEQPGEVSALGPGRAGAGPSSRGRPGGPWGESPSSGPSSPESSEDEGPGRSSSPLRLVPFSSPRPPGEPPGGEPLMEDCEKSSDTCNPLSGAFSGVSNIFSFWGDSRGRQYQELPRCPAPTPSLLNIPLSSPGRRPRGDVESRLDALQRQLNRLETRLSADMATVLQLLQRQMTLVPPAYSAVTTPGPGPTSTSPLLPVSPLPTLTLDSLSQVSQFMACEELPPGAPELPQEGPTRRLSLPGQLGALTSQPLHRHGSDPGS
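U2OS cells were transduced with wild-type KCNH2 virus (2.03 x 10^8 / mL) for 4 h at room temperature, then cultured overnight at 37 C. Thallium flux was read with FluxOr dye. Rate constants were normalized to DMSO controls.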
USP2a inh: inhibitors of human ubiquitin-specific protease USP2a; O75604; USP2 core, Ub-CHOP2 coupled fluorogenic reporter, 485/531; Potency, µM (top dose mostly 38.3 µM), inactives show at the top dose activity change, negative = inhibition, usual class: inhibitors; actives 0.01% (n = 330,000); AID 463254;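 also: potency is read from the fitted curve at half-maximal effect; plate controls were DMSO wells for no effect and full inhibition by NEM control for full effect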
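Deubiquitinase activity read as fluorescence (485/531 nm) after Ub-CHOP2 cleavage activates the enterokinase reporter on its substrate; USP2 core 10nM, Ub-CHOP2 and substrate 25nM each, 30min compound preincubation then 60min RT; data normalized to NEM, curves fitted.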
TSHR antagonist: human thyrotropin receptor antagonism; P16473; TSHR-expressing cells, TSH-stimulated cAMP HTRF, 2 h; active compounds read low; activity change, negative = inhibition, % at 11.5 µM; actives 0.2% (n = 330,000); AID 504810;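 active = activity change below a set negative limit, meaning inhibition stronger than a set level, cut at about -70% in these data; inconclusive = activity change between two set negative limits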; also: % is scaled to controls: 0 for no effect and ±100 for the full control effect
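TSHR-expressing cells were treated with compounds, then stimulated with TSH at EC80 (4nM final) for 2 hours at 37 deg C. Cellular cAMP was measured by HTRF competition between lysate cAMP and cAMP-d2 for a cryptate-labelled anti-cAMP antibody.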
AT treatment: potential ataxia-telangiectasia treatments restoring KAP-1 phosphorylation; actives 0.19% (n = 320,000); […] A-T fibroblasts, KAP-1 phosphorylation AlphaLISA; neocarzinostatin DNA damage 30 min before lysis; Potency, µM (titrated, usually from 57.5 µM), inactives show top-dose activation, actives largely listed as activators; also: potency is read from the fitted curve at half-maximal effect; % of control where 0% means no effect; nearly all actives have a fitted effect of over 45% in size
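ATM-like activity read as KAP-1 phosphorylation via AlphaLISA donor/acceptor antibody pairs after lysis and 6 hr at 25C. Cells were ATM-null patient fibroblasts ([…], hTERT), dosed 60 min, then exposed to the DSB inducer NCS for 30 min.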
ELG1 DNA repair: inhibitors of ELG1-dependent DNA repair in HEK293T cells; Potency, µM (series often up to 46.1 µM), for inactives: at the top dose activity change, negative = inhibition, most hits filed as inhibitors; AID 504467; actives 2.3% (n = 330,000); HEK293T ELG1-luciferase reporter, luminescence, 16 h; DNA damage induced by 5-fluorouridine; also: potency is read from the fitted curve at half-maximal effect; % is scaled to controls: 0 for no effect and ±100 for the full control effect; nearly all actives have a fitted effect of over 55% in size
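DMSO vehicle served as the neutral condition. Each well held 2,000 cells given 5-fluorouridine plus compound; after 16 hr at 37 °C/5% CO2, ONE-Glo was added and luciferase measured 30 min later.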
Eya2 inh: blocks the phosphatase activity of human Eya2 | actives 0.006% (n = 330,000) | Potency, µM (doses to about 76.9 µM), for inactives: at the highest dose activity, negative = inhibition, most hits filed as inhibitors | recombinant Eya2, OMFP fluorescence dephosphorylation (OMFP is methylfluorescein phosphate); also: potency is read from the fitted curve at half-maximal effect; % is scaled to controls: 0 for no effect and ±100 for the full control effect
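Eya2 protein (added as 0.2 uM solution) was preincubated with compound for 10 min at ambient temperature in 50 mM HEPES pH 7.5, 50 mM NaCl, 5 uM MgCl2, 0.05% BSA, 1 mM DTT. OMFP (added at 50 uM) then reacted 10 min; fluorescence read at 485/525 nm.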
KCNH2 3.1 block: blocks the human KCNH2 3.1 channel isoform. actives 0.95% (n = 340,000). U2OS KCNH2 3.1, thallium flux FluxOr; active compounds read low. activity change, % (tested at about 1.8 µM);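 active = maximum activity change below -70%; inconclusive = maximum activity change from -70% to -50%; inactive = maximum activity change above -50%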;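 also: thallium influx rate constant from kinetic fluorescence after stimulation buffer; % is scaled to controls: 0 for no effect and ±100 for the full control effect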
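Kinetic fluorescence (2 min after stimulation buffer) measures Tl+ influx through KCNH2 3.1 expressed by viral transduction in U2OS cells; the rate constant is normalized against DMSO controls serving as positive and negative references.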
* hit, by the source's call; i = inactive; u = inconclusive; x = not tested or not shown; & = joins results of further samples; [ ] = remark or other dose. Unless noted, calls follow the shape of the dose curve; as a rule, active = well fitted curve in the direction sought with a large enough effect; inconclusive = small, poorly fitted or top-dose-only effect, or another doubt; inactive = no such curve, though single readings can be large; an effect the other way counts as inactive or inconclusive.

SMILES	TCR activator	Mito fusion yeast	TRPV1 agonist	KCNH2 WT inh	USP2a inh	TSHR antagonist	AT treatment	ELG1 DNA repair	Eya2 inh	KCNH2 3.1 block
O=C1Nc2ccccc2C(O)(C(=O)NCc2ccco2)N1c1ccccc1 (stereo not drawn)	11%	0%	3	-5	-4%	2	-1%	-3%	-2%	-15
NC(=O)C1(C(N)=O)OC1c1ccc(Cl)cc1Cl (stereo not drawn)	2%	-2%	-3	7	1%	2	-5%	2%	-4%	1
O=C1CN(S(=O)(=O)c2ccc(Br)cc2)c2ccccc2N1	-1%	4%	3	2	1%	0	3%	-1%	-6%	-4
O=C(COC(=O)/C=C/c1ccc(F)cc1)NCc1ccc2c(c1)OCO2	-5%[46.1 µM]	x	x	7	2%	-4	11%	2%	4%	11
Cc1cc(OCCCn2ccnc2)ccc1C(C)C	0%[46.1 µM]	-6%	5	15	0%	-1	-1%	15%	-8%	8
CCOC(=O)CCCCNCc1ccccc1	-1%[46.1 µM]	2%	2	0	-3%	2	8%	12%	-1%	3
CCc1nc2ccccc2c(C(=O)NCc2ccccc2)c1C	-1%	7%	7	-13	0%	22	15%[11.5 µM]	u	-3%	-2
O=C(CNC(=O)c1ccccc1C(=O)O)c1ccccc1	-5%	-6%	-2	-8	1%	-6	0%	u	-3%	-18
Cc1ccc(S(=O)(=O)N2CCOCC2)cc1C(=O)N1CC(C)CC(C)C1 (stereo not drawn)	-2%	x	x	-1	4%	12	5%	14%	6%	-6
COc1ccc2c(=O)cc(-c3ccccc3)n(C)c2c1	-1%[46.1 µM]	-1%	1	-14	0%	-8	-2%	11%	-21%	-6
C=CCSC1=C(C#N)C(c2ccccc2OC)CC(=O)N1 (stereo not drawn)	3%	0%	-3	-1	0%	-1	9%	0%	-10%	11
CCOC(=O)CCC(=O)Nc1ccc(S(=O)(=O)N2CCCC2)cc1	4%	2%	3	0	0%	-6	1%	5%	-17%	-2
CC1=C(C#N)C(C(F)(F)F)(C(F)(F)F)N=C(c2ccco2)N1	-5%	3%	1	0	3%	-5	-3%	0%	4%	0
CCCCn1c(N)c(N(CC(C)C)C(=O)CSCC(=O)Nc2ccc(OC)cc2)c(=O)[nH]c1=O	1%	-1%	-3	30	1%	14	9%	0%	-4%	-3
Cc1ccc(CC(=O)N(C)CC(=O)Nc2ccc(N3CCOCC3)cc2)cc1C	11%	1%	-3	-7	4%	12	-25%	u	8%	-6
FC(F)(F)c1ccc(C2NCCc3sccc32)cc1 (stereo not drawn)	-5%	1%	0	i	-6%	35	3%	16%	-2%	-3
CCc1ccc(C2C(C#N)=C(N)N(N(C)C)C3=C2C(=O)CCC3)cc1 (stereo not drawn)	-9%	3%	-2	4	0%	-2	6%	u	-4%	-9
CN(C)CCN(C(=O)c1cccc2ccccc12)c1nc2cc3c(cc2s1)OCO3	-6%	-4%	1	13	-9%	-1	-1%	u	-6%	-14
Cc1noc(C)c1NC(=O)Nc1ccc2c(c1)C(=O)N([C@H](C)CO)C[C@H](C)[C@@H](CN(C)C(=O)Nc1ccc3c(c1)OCO3)O2	-1%	x	x	-1	3%	-9	0%	u	-5%	-7
O=C(NCCCN1CCCC1=O)c1ccc(Cl)c(S(=O)(=O)N2CCCCC2)c1	0%	2%	-1	1	1%	-20	-1%	-3%	5%	2
CCCC(=O)C1=C(O)C(C(=O)OC)C(C)(C)CC1=Nc1cccc2ccccc12 (stereo not drawn)	11%[46.1 µM]	26%	2	-21	-13%	9	x	u	-9%	-11
CCOc1ccc(NC(=O)CC2C(=O)N(C)C(=S)N2Cc2ccc3c(c2)OCO3)cc1 (stereo not drawn)	2%[46.1 µM]	-2%	0	2	0%	11	-4%	-9%	-11%	1
C=C1c2ccc(C)cc2NC(=O)N1c1ccccc1	2%	3%	-7	-4	-4%	-5	-7%	0%	-1%	2
O=[N+]([O-])c1ccc(CS(=O)(=O)c2ncn[nH]2)cc1	3%	-11%	-1	1	0%	2	10%	7%	5%	4
CCC(Cc1ccccc1)NC(=O)CCc1ccccc1 (stereo not drawn)	4%	1%	11	-1	0%	6	1%	3%	-9%	-27
CC(=O)Nc1ccc(-c2cn3cccnc3n2)cc1	-3%	1%	-5	-25	4%	0	20%	u	0%	6
C=CCc1c(C)nc(-c2ccccc2)nc1Nc1ccc(O)cc1	2%[46.1 µM]	u	u	4	-1%	24	0%	u	-2%	-39
O=C(Nc1nnc(SCc2c(Cl)cccc2Cl)s1)c1cccc([N+](=O)[O-])c1	8%	4%	-2	-2	7%	-6	3%	u	-9%	3
C=CC[C@@H](CC(=O)N[C@@H](CO)Cc1ccccc1)C(=O)N[C@H](COC(=O)[C@@H](CC=C)CC(=O)OC(C)(C)C)Cc1ccccc1	-6%	x	x	-10	7%	-28	12%	-7%	u	0
COc1cccc(OCC(=O)NNC(=O)Cc2cccs2)c1	2%[46.1 µM]	-8%	-1	-2	2%	3	0%	2%	3%	5
CCOC(=O)N1CCN(C(=O)C2CCN(S(=O)(=O)c3cc(OC)ccc3OC)CC2)CC1	1%	1%	2	-2	2%	7	-1%	12%	3%	1
CCOC(=O)c1c(NC(=O)C2C3CCC(O3)C2C(=O)O)sc2c1CCC(CC)C2 (stereo not drawn)	2%	-1%	0	-10	-2%	-13	-1%	4%	3%	0
CCCOc1ccc(C(F)(F)F)cc1NC(=O)c1cc(C)on1	-3%	-8%	22	2	1%	30	7%	6%	-23%	-1
CC(C)(C)c1ccc(OCC(=O)NNC(=O)Cc2cccs2)cc1	0%	0%	u	2	2%	3	15%	-2%	4%	-3
[O-]/[N+](=C\c1ccncc1)c1ccc(Br)cc1	-10%	8%	3	34	2%	-7	-2%	u	-5%	2
CC(C)(C)c1ccc(C(=O)N/C(=C\c2cccs2)C(=O)N2CCOCC2)cc1	10%	-1%	3	-16	7%	1	-4%	-2%	-12%	-10
Cc1cc(C)nc(N2CCCC(C(=O)NCc3cccc(C(F)(F)F)c3)C2)n1 (stereo not drawn)	6%	3%	0	9	0%	5	0%	-9%	6%	-14
CC(=O)N1c2ccccc2CCc2ccc(N)cc21	1%	2%	-4	2	1%	-4	6%	-12%	9%	-13
Cc1ccc(S(=O)(=O)N2CC(=O)Nc3ccccc32)cc1C	-6%	4%	0	13	0%	-2	6%	2%	-6%	22
O=[N+]([O-])c1ccc(SCCc2ccncc2)cc1	-23%&1%	8%&27%	5&5	-15&5	0%&2%	-2&-2	-1%&-4%	u	-2%&1%	-37&-11
COc1ccc(N2C(=O)NC3CC2(C)Oc2ccccc23)cc1 (stereo not drawn)	-6%	-1%	-7	1	0%	2	-1%	-13%	14%	1
C=CCNC(=O)c1ccc(Sc2ccc(C)cc2)c([N+](=O)[O-])c1	-11%	3%	u	-8	4%	-5	8%	-1%	8%	-4
Cc1c(Cl)cccc1N1C(=O)CC(NNC(=O)c2cccnc2)C1=O (stereo not drawn)	-5%[46.1 µM]	1%	1	-3	2%	35	-4%	1%	7%	-12
C/C(=N/NC(=O)CSc1ccccn1)c1ccc([N+](=O)[O-])cc1	0%[46.1 µM]	1%	-6	-7	3%	4	0%	5%	3%	-6
CC(=O)c1ccc(Oc2nc3c(c(=O)n(C)c(=O)n3C)n2C)cc1	4%	3%	2	6	0%	-5	-1%	-10%	-16%	8
COc1ccc(NC(C)=O)cc1NC(=O)CN1CCN(CC(=O)Nc2ccc(Cl)cc2)CC1	-4%	2%	-2	15	-2%	-7	0%	u	u	8
O=C(c1cc(-c2ccc(Br)cc2)on1)N1CCCC1	0%	27%	u	-4	2%	-13	6%	u	9%	-11
COC(=O)c1ccc(/C=N/n2c(C)nc3ccccc3c2=O)cc1	0%	-4%	u	-1	2%	-2	23%	-7%	-16%	1
CC(=O)Nc1ccc(S(=O)(=O)NCC(=O)OCC(=O)NCc2ccc3c(c2)OCO3)cc1	5%	x	x	3	0%	9	0%	-1%	5%	0
CC1(c2nnc(-c3ccncc3)o2)CC(c2ccc([N+](=O)[O-])cc2)=NO1 (stereo not drawn)	-3%	-5%	1	4	u	12	-26%	21µM*	-4%	-31
CCOC(=O)c1cn(-c2ccccc2)nc1-c1ccncc1	1%	7%	11	-6	-2%	48	4%	u	10%	7
Cc1ccc(SCCNS(=O)(=O)c2ccc(F)cc2)cc1	x	u	20	3	3%	-9	3%	-19%	-43%	-1

Some of the compounds tested (hit frequency here may not be typical).
